# Compound activity from PubChem.
# PRMT1 inh – blocks human protein arginine methyltransferase 1; 1.3% of 370,000 active; inhibition, % at 2.79 µM; recombinant PRMT1, activity-based probe fluorescence polarization;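 active means inhibition above about 21% made by adding two undisclosed values, limit read from the data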
# GC-A act – GC-A (human) enzyme activation | HEK293 GC-A cells, cGMP TR-FRET, EC30 ANP; 0% at EC30 ANP, 100% saturating ANP | activation, % at 10 µM | 0.14% of 370,000 active | AID 1671463; in the data active means activation above about 40%
# MBD2 inh – inhibitors of human MBD2 binding to methylated oligonucleotide | 0.31% of 370,000 active | Q9UBB5 | inhibition, % at 4.4 µM | TR-FRET; in the data active means inhibition above about 13%
# Target sequence (Q9UBB5 whole entry, looked up): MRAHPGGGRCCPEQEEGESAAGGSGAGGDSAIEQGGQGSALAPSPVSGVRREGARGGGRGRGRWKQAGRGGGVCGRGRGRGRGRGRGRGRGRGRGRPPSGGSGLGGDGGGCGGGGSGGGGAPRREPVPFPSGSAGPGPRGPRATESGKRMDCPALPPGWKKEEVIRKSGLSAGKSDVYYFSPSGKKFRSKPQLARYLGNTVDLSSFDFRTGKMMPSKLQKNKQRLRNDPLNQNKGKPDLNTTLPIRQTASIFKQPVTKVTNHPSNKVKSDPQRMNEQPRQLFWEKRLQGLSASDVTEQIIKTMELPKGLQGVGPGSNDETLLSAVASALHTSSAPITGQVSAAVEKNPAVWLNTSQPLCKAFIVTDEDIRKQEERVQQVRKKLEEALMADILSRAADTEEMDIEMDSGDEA
# HTRA1 inhibitor – blocks human HTRA1 serine peptidase. Q92743. recombinant HTRA1, FP-rhodamine activity-based probe, fluorescence polarization. inhibition, % at 5.96 µM. 0.5% of 340,000 active. AID 504803; in the data active means inhibition above about 36%;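 further: 0% = enzyme with DMSO and 100% = wells lacking enzyme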
# rCAG RNA binder – molecules binding r(CAG) RNA repeats; inhibition, % at 3 µM; 1.3% of 370,000 active; r(CAG) RNA repeat, TO-PRO-1 dye displacement fluorescence;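 active means inhibition above the plate cutoff, the mean of all test compounds on that plate plus 3 SD, cut at about 35% in these data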;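 further: 0% = DMSO alone and 100% = 100 µM mitoxantrone as full dye displacement; higher means more dye released from RNA so lower well fluorescence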
# mABHD4 FP – inhibitors of mouse ABHD4 | AID 720543 | purified mABHD4, FP-Rh probe fluorescence polarization | 0.54% of 370,000 active | inhibition, % at 8.92 µM | Q8VD66;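 active means inhibition exceeding the mean over every tested compound plus 3 SD, cut at about 30% in these data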;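 further: 0% = plate median of compound wells and 100% = S159A mutant with DMSO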
# Target sequence (Q8VD66 whole entry, looked up): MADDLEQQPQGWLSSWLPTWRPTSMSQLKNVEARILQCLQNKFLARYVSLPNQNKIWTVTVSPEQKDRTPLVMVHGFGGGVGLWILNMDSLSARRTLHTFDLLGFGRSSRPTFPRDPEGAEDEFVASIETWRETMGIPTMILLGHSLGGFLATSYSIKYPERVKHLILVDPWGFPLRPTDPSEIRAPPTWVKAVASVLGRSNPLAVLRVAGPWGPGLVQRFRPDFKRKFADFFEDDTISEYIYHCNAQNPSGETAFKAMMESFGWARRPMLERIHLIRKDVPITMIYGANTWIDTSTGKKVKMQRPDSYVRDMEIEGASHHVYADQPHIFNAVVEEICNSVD
#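 System: mouse ABHD4 enzyme, wild type / Medium: HEPES pH 7.0, NaCl, Pluronic buffer / Reagent: FP-Rh activity-based fluorescent probe / Control set: S159A mutant high control, sample median low control / Detection: fluorescence polarization with parallel and perpendicular emission, 525/598 nm / Schedule: 45 min + 60 min at 25 °C / Compound dosing: 8.92 µM, single dose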
# TCR CD3 inh – human TCR-CD3 binding inhibition; TAMRA-labeled TCR probe fluorescence, biochemical; inhibition, % at 9.4 µM; 0.37% of 360,000 active; AID 651800; in the data active means inhibition above about 19%;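 further: recombinant mutant TCR 2C K166C tagged with TAMRA read by polarization; 0% = receptor in buffer alone and 100% = receptor with positive control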
# SIAE inh – blocks human sialic acid acetylesterase; Q9HAT2; inhibition, % at 9.66 µM; SIAE FP-Rh probe binding, fluorescence polarization; 0.69% of 370,000 active;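 active means inhibition above a cutoff: mean of compounds within the control limits plus 3 SD of those, cut at about 17% in these data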;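 further: 0% = plate median of compound wells and 100% = probe without SIAE protein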
# UHRF1 binding – UHRF1 methyl-DNA binding inhibition. UHRF1 binding to methylated oligo, TR-FRET. inhibition, % at 4.4 µM. 0.75% of 370,000 active; in the data active means inhibition above about 21%;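 further: UHRF1 SRA domain binding a hemimethylated CpG hairpin DNA probe; 0% = median of test compound wells and 100% = reference inhibitor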
# GC-B act – GC-B (human) receptor activation; activation, % at 10 µM; 0.11% of 370,000 active; AID 1920062; P20594; HEK293-GC-B cells, CNP EC30, cGMP TR-FRET; 0% at EC30 CNP, 100% saturating CNP;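 active means activation at 10 µM reaching about 35% in either raw or pattern-adjusted values, limit read from the data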
# Numbers without * were called inactive; . = not tested or not shown. The list is partial; rates above refer to the full screens.
# The line under a structure holds: mABHD4 FP	GC-A act	TCR CD3 inh	HTRA1 inhibitor	UHRF1 binding	PRMT1 inh	MBD2 inh	SIAE inh	rCAG RNA binder	GC-B act
- CC12CCC(c3n[nH]c(=S)nc31)C2(C)C (centres undefined)
 : -7	5	-1	2	4	9	1	1	3	12
- COc1cc(C(=O)OCCNC(=O)c2ccccc2)cc(OC)c1OC
 : -4	-12	2	6	4	5	-1	0	3	-5
- N#Cc1cccc(N=Cc2c(O)ccc3ccccc23)c1
 : 3	0	4	5	-5	1	-11	9	3	3
- CC(C)C[C@@H]1Cc2[nH][nH]c(=O)c2[C@H](C)O1
 : -3	0	-7	.	-2	2	-1	6	-1	2
- CCOC(=O)N1CCN(C(=O)CN(Cc2ccccc2)S(=O)(=O)c2ccc(OC)c(C)c2)CC1
 : -2	0	4	-5	-1	-2	6	3	-10	-4
- COc1cc(C)ccc1OCc1cc(C(=O)N2CCCCCC2)no1
 : -8	1	6	1	1	-4	0	-12	-4	6
- OC1(c2cccnc2)CCN(Cc2nnnn2Cc2ccccc2)CC1
 : 5	6	0	4	-1	4	0	-6	-2	3
- Cc1c(Br)ccc(NC(=O)Cn2nc(-c3cccs3)ccc2=O)c1C
 : -15	-4	5	-27	0	-1	-3	-20	3	-9
- CCC1COC(c2cccn2Cc2ccccc2Cl)=N1 (centres undefined)
 : -1	1	5	0	-1	0	-3	0	-6	-5
- CCc1nc(Sc2nnnn2-c2ccccc2)c2c3c(sc2n1)CCCC3
 : 1	-7	-2	-4	42*	2	2	-5	-1	-5
- COc1ncnc2c1ncn2CCCNCc1ccccc1
 : 2	7	4	-2	0	-4	1	7	2	-2
- COc1cc(/C=C2/C(=N)N3C=CSC3=NC2=O)ccc1OCCCOc1cc(C)ccc1C
 : -16	4	4	-51	2	-2	1	-8	6	-4
- Cc1ccc(NC(=O)Nc2ccccc2)nc1
 : -1	-6	4	-2	-2	2	-4	8	2	-2
- COc1cccc(CN2CCNC(=O)C2CC(=O)NCCCC2CCCC2)c1OC (centres undefined)
 : 3	-4	3	1	-5	-4	-8	-1	-10	0
- Cn1cc([N+](=O)[O-])c(C(=O)N2CCCCCC2)n1
 : 4	-1	0	1	-4	-4	2	-9	2	6
- COc1cc(/C=N\NC(=O)c2c(C)nc3cc(C)ccn23)ccc1O
 : 2	-4	2	-2	-3	-3	-5	5	-4	-2
- Cc1cc(C(=O)Nc2ccc(C(=O)O)cc2)c(C)o1
 : 1	1	5	1	4	-4	-2	0	1	-2
- CCOC(=O)Cc1nc(N2CCCN(C(C)=O)CC2)c2c(C)c(C(=O)OCC)sc2n1
 : 4	1	.	.	4	7	0	-3	4	9
- CC1CN(CC(=O)Nc2cc(S(=O)(=O)N3CCCC3)ccc2Cl)CC(C)O1 (centres undefined)
 : -5	3	6	3	0	-2	-4	3	-8	6
- CCOc1ccccc1N1CCN(CC(=O)Nc2ccccc2C(=O)NC2CC2)CC1
 : -4	1	4	0	5	-4	-11	3	3	5
- COc1ccc(C(=O)N/N=C(\C)CC(=O)Nc2ccc(N(C)C)cc2)c(OC)c1
 : 18	-10	-1	-2	-10	-2	-2	-2	-1	1
- Cc1ccc(NC(=O)C2(C)CCN2Cc2cccc3c2OCO3)cc1O (centres undefined)
 : -7	8	6	.	3	2	-3	4	5	6
- O=C(NCc1ccco1)c1ccc(COCC(F)(F)C(F)F)cc1
 : 8	-1	-3	3	0	-2	-1	-3	41*	11
- Clc1ccc2nc(N3CCCCC3)sc2c1
 : 9	2	1	-3	-2	7	1	-5	-1	-5
- O=C1C2C3C=CC(O3)C2C(=O)N1N=Cc1ccc2c(c1)OCO2 (centres undefined)
 : 2	-2	-1	8	0	4	7	7	2	-7
- CC(NC(=O)c1cc2ccc(C(F)(F)F)cc2nc1N)c1cccc2ccccc12 (centres undefined)
 : -2	-17	.	.	-1	0	6	6	10	-6
- CCCC(=O)N1CCC1(C)C(=O)NS(=O)(=O)c1ccccc1Cl (centres undefined)
 : -3	3	7	.	2	-1	1	-6	3	3
- Cc1ccc(N(C)S(=O)(=O)c2cccc(C(=O)NCCCN3CCCC3=O)c2)cc1
 : 7	2	2	-4	-2	0	-7	3	0	1
- CC(C)NC(=O)C1CCN(Cc2cnn(-c3ccccc3)c2-n2cccc2)CC1
 : 4	7	5	-2	-1	-2	-1	2	1	-4
- CCOC(=O)C1=C(C)NC(C)=C(C(=O)OCC)C1C(=O)OCC(=O)NC1CCCCC1
 : -7	-1	-6	1	3	7	-1	-5	-1	-2
- O=C(Nc1ccccc1N1CCOCC1)c1ccc(Cl)c(S(=O)(=O)NCc2ccco2)c1
 : -12	0	-9	-7	3	-2	2	-1	0	6
- Cc1ccc2oc(C(=O)Nc3ccc(S(=O)(=O)Nc4onc(C)c4C)cc3)cc(=O)c2c1
 : 0	2	5	6	-1	-2	2	-6	16	-1
- CC(=O)Nc1cc2c3ccccc3n(C)c2cc1[N+](=O)[O-]
 : 5	-30	-2	-1	-8	-2	-14	-1	2	-7
- CCN(C(=O)[C@@H](C1CC1)[C@@H](O)c1ccc2ccccc2c1)c1ccccc1
 : -3	-2	.	.	-3	-1	4	-1	-2	7
- Cc1nnc(SCC(=O)NC(C)(C)C)n1NCc1c(F)cccc1Cl
 : -3	-3	-6	2	2	7	-2	4	-8	-2
- Cc1ccc(NC(=O)NC2=NN(c3ccccc3)C(=O)/C2=C2/CCCN2C)cc1
 : -3	-1	-10	7	-6	0	-3	-7	8	-1
- CCc1nc2cc(Cl)c(Cl)cc2nc1CC
 : 3	1	-5	3	0	6	-2	0	-1	5
- CC(C)c1[nH]nc2c1C1(CCN(Cc3ccccc3)CC1)C(C#N)=C(N)O2
 : 15	-7	-1	6	-4	12	0	5	-2	-2
- CN(c1ccccc1)S(=O)(=O)c1ccc(Cl)c(C(=O)NCCc2c[nH]c3ccccc23)c1
 : -11	-1	8	-21	1	1	1	0	10	0
- Cc1c(C(=O)N2CCCC2)c(S(=O)(=O)NCCc2ccccc2)c(C)n1C
 : -3	3	-6	0	2	-4	-5	2	-1	-3
- COCCN(Cc1cc2cc3c(cc2nc1Cl)OCO3)C(C)=O
 : 1	2	5	0	-2	1	-6	0	-3	2
- Cc1cc(C(=O)O)cc(S(=O)(=O)Nc2ccccc2C(=O)NC2CC2)c1C
 : 23	0	8	-6	0	-1	4	0	3	2
- Cc1ccccc1NC(=O)CCc1nnc2ccc(N3CCC4(CC3)OCCO4)nn12
 : -4	4	3	6	5	0	1	-3	-2	2
- Cn1c(O)c(N=NC(=O)Cn2ccc(C(F)(F)F)n2)c2ccccc21
 : -1	0	7	4	-3	-1	-4	-4	3	8
- COc1ccc(CNC(=O)C2CCC(=O)N(CCCN3CCCC3=O)C2)c(OC)c1 (centres undefined)
 : -5	-2	-1	2	5	7	-2	1	2	-1
- CCc1c(C(=O)N/N=C/c2ccsc2)csc1C
 : -5	1	1	-4	-2	14	-8	2	1	0
- CCCN(CC(=O)Nc1ccccc1OC)C(=O)C1CCCC1
 : 7	4	2	1	2	-3	2	5	-4	5
- O=C(CN1CCOCC1)Nc1ccc(C2CCCCC2)cc1
 : 4	-1	-3	-7	-2	0	1	0	-2	4
- CCOC(=O)Cc1csc(NC(=O)CN(C)S(=O)(=O)c2ccc3c(c2)CCC(=O)N3)n1
 : 7	1	-5	-4	1	2	2	-2	1	-1
- O=C(CSc1nc(-c2ccc(F)cc2)cs1)NCCN1C(=O)CSC1=O
 : 3	3	-4	2	1	7	3	-3	0	0
- CC(C)Nc1ccc(C(CC(N)=O)NC(=O)Cc2ccc(Cl)cc2)cc1[N+](=O)[O-] (centres undefined)
 : 6	0	-1	0	0	-1	0	-2	6	1
- CC(=O)C1=C(O)CC(C)(C)CC1=NCc1nc2ccccc2[nH]1
 : 11	3	3	3	-4	-1	2	6	0	-3
- COc1ccc(C2OCC3(CO2)SC(N)=NC3=O)cc1 (centres undefined)
 : -4	-1	-5	2	6	2	9	-5	-1	-2
- CC(C)N(CCNC(=O)C1CCCN(c2ncnc3c2nc2n3CCCCC2)C1)Cc1ccccc1 (centres undefined)
 : 1	-5	5	4	0	-2	-4	-2	-10	-3
- CCOc1cc(S(=O)(=O)Nc2ccc(CC)cc2)ccc1Cl
 : -22	3	4	-56	3	0	0	-15	10	14
- COc1ccc(C(C(=O)NCC2CCCO2)N(C(=O)CNC(=O)c2cccs2)c2ccccc2C)cc1OC (centres undefined)
 : 0	-2	-3	-8	-1	-3	3	4	-4	-3
- O=C(CSc1ncnc2ccccc12)Nc1ccc2c(c1)OCCO2
 : -10	4	-10	0	4	8	9	-4	2	-4
- O=C(Nc1cc(=O)c2ccccc2o1)N1CCOCC1
 : 3	1	-1	1	-1	-2	-7	1	-1	11
- O=C(Nc1cccc2c1CCCC2)c1ccccc1Br
 : -2	-3	-10	0	2	4	3	-2	-3	1
